ERG-DNA inh = inhibitors of human ERG Ets domain-DNA interaction | AID 624246 | 370,000 tested, 0.028% active | fluorescence polarization, His-ERG Ets domain / labelled DNA | Potency, µM (top dose mostly 76.9 µM), for the others: top-dose FP activity, negative = inhibition, most hits filed as inhibitors; active = well fitted inhibition curve with a large enough effect in the polarisation, with a control signal flat; inconclusive = small, poorly fitted or top-dose-only effect, or effect the other way, or a change in a side signal; inactive = no such curve, though single readings can be large or run the other way; the % refers to the polarisation;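 note: polarization taken with two DNA probes labelled with fluorescein and Texas red; potency is the fitted concentration of half-maximal effect; % of control where 0% means no effect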
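His-tagged ERG Ets domain (1 uM in the protein solution; 300mM KCl, 50mM Tris-HCl, 1mM EDTA, 1mM DTT, pH 7.5) received compound, then a probe mix of 5 nM fluorescein-DNA and 100nM Texas-615-DNA. Fluorescence polarization was read for both dyes.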
RGS4 inh = inhibitors of human regulator of G protein signaling 4; P49798; Transcreener GDP fluorescence polarization, RGS4-accelerated GTP hydrolysis; Potency, µM (titrated, usually from 114 µM), inactives show top-dose activity change, negative = inhibition, actives largely listed as inhibitors; 390,000 tested, 0.039% active; AID 504845; note: potency is the fitted concentration of half-maximal effect; % is set by controls: 0 for no effect and ±100 for the full control effect; nearly all actives have a fitted effect of over 75% in size; some results filed as inactive show a strong effect at the top dose
Target sequence (P49798 whole entry, looked up): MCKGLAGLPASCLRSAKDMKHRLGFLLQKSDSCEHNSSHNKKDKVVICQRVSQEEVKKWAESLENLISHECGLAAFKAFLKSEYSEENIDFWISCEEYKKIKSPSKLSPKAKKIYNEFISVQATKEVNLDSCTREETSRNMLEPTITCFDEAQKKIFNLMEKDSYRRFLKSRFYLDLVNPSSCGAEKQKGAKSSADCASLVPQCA
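MLSMR compounds (23 nl, pin-transferred) preincubated 10 min at room temperature with a 500nM (2x) first reagent, then RGS4 at 900nM (2x) plus Transcreener GDP mix added; fluorescence polarization (620/688 nm) read before and after 90 min at 30 °C.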
Apoferritin bind = binds horse apoferritin like a general anesthetic; apoferritin/1-aminoanthracene competitive binding, fluorescence; Potency, µM (highest dose often 77.5 µM), for the others: at the top dose activity change, negative = displacement, most hits filed as inhibitors; 350,000 tested, 0.074% active; note: potency is the fitted concentration of half-maximal effect; % is set by controls: 0 for no effect and ±100 for the full control effect; nearly all actives have a fitted effect of over 20% in size
Target sequence (P02791 2-175 limits assumed): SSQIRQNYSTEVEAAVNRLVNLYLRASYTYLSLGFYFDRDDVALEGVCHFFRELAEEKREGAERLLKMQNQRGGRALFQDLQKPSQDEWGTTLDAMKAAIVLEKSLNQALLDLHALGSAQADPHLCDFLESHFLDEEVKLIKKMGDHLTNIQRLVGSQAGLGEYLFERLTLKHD
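Steps: apoferritin (10 uM) was premixed with half-saturated 1-AMA in PBS, compounds were pin-transferred, plates stood 10 min at room temperature, fluorescence was read at 380/535 nm, and curves were fitted with a Hill equation.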
12-LOX inh = inhibitors of human 12S-lipoxygenase ALOX12; Potency, µM (series often up to 108 µM), inactives show top-dose activity change, negative = inhibition, usual class: inhibitors; purified 12hLO, xylenol orange hydroperoxide absorbance; P18054; 580,000 tested, 1.1% active; AID 1671190; note: potency is the fitted concentration of half-maximal effect; % is set by controls: 0 for no effect and ±100 for the full control effect
Target sequence (P18054 whole entry, looked up): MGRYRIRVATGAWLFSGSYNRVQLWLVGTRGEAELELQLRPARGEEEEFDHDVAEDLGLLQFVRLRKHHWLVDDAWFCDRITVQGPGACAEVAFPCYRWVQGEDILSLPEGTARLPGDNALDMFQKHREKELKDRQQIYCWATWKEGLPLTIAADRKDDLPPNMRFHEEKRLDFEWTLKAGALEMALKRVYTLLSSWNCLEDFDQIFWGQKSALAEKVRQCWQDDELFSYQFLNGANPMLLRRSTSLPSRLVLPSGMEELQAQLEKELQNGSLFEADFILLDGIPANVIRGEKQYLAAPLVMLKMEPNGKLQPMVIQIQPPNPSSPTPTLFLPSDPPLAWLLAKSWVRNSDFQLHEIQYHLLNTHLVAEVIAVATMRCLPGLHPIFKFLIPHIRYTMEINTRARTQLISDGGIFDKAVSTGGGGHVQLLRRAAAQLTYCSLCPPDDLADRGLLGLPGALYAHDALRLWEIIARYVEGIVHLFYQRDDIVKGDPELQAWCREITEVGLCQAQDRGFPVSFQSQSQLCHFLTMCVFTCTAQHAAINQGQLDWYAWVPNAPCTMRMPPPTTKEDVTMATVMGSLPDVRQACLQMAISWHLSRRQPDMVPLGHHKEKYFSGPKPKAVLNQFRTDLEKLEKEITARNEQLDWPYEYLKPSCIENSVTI
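Hydroperoxide product was detected by ferrous iron/xylenol orange as the 573 to 405 nm absorbance ratio. Arachidonic acid at 40 uM (final) was turned over for 30 min at room temperature by 150 nM human 12hLO, pH 7.0 Hepes buffer, after 15 min compound preincubation.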
LDHA inh = LDHA (human) enzyme inhibition; P00338; purified LDHA, NADH/diaphorase-resazurin fluorescence; hits give low values; activity change, % (values are at about 110 or 230 µM); 480,000 tested, 0.15% active; AID 1347041; in the data active = activity change below about -30%; inconclusive = mostly about -25% to -30%;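 note: plate controls were DMSO wells for no effect and wells without enzyme for full effect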
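Human LDH5 at 2 nM final in Tris HCl pH 7.4 with 0.06 mM NADH and 0.2 mM pyruvate, reacted 5 minutes at room temperature. Remaining NADH coupled via diaphorase/resazurin; resorufin fluorescence read at 0 and 20 minutes, normalized to enzyme-free and DMSO wells.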
Pol eta inh = DNA polymerase eta (human) inhibition; recombinant Pol eta, fluorescent DNA replication assay; 390,000 tested, 1.2% active; Potency, µM (highest dose often 114 µM), without a hit: at the highest dose activity change, negative = inhibition, actives largely listed as inhibitors; Q9Y253; AID 588591; note: potency is the fitted concentration of half-maximal effect; % is set by controls: 0 for no effect and ±100 for the full control effect
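Fluorescent replication assay: 50 nM final substrate added after a 15 min room-temperature compound preincubation with 10 nM enzyme. Signal taken at 0 min and again at 10 min.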
APE1 inh = APE1 (human) endonuclease inhibition; P27695; AID 2517; recombinant APE1, TAMRA/BHQ-2 abasic DNA cleavage fluorescence; Potency, µM (doses to about 65.8 µM), without a hit: at the top dose activity change, negative = inhibition, hits mostly inhibitors; 350,000 tested, 0.35% active;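 note: potency is the fitted concentration of half-maximal effect; plate controls were vehicle for no effect and reference inhibitor for full effect; nearly all actives have a fitted effect of over 55% in size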
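Readout is kinetic fluorescence (ex 525, em 598 nm) from cleavage of 50 nM TAMRA/BHQ-2 THF abasic duplex by 0.75 nM APE1, compound added 15 min beforehand at RT.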
POLB inh = inhibitors of human DNA polymerase beta; Pol beta primer extension/strand displacement, fluorescence kinetic; Potency, µM (top dose mostly 114 µM), for inactives: at the top dose activity change, negative = inhibition, hits mostly inhibitors; 340,000 tested, 1.3% active; AID 485314; note: potency is the fitted concentration of half-maximal effect; % is set by controls: 0 for no effect and ±100 for the full control effect
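Homogeneous kinetic assay of primer extension and strand displacement by 10 nM Pol beta, preincubated 15 min at room temperature with compound before 50 nM substrate (final) was added. Read at 0 and 10 min; four-parameter Hill fit.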
Pol kappa inh = inhibitors of human DNA polymerase kappa | Q9UBT6 | purified Pol kappa, fluorescent DNA synthesis assay, 10 min | Potency, µM (titrated, usually from 107 µM), without a hit: at the highest dose activity, negative = inhibition, usual class: inhibitors | 400,000 tested, 0.53% active | AID 588579; note: potency is the fitted concentration of half-maximal effect; % is set by controls: 0 for no effect and ±100 for the full control effect
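10 nM Pol kappa was preincubated with compounds for 15 min at room temperature. Reaction started with 50 nM (final) substrate. Fluorescence read kinetically at 0 and 10 min.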
* = called active by the depositor; ? = inconclusive; . = no result given; & = joins results of further samples; [ ] = dose if it differs, or a comment. Unless noted, calls come from the whole dose curve; as a rule, active = well fitted curve in the direction sought with a large enough effect; inconclusive = small, poorly fitted or top-dose-only effect, or another doubt; inactive = no such curve, though single readings can be large; an effect the other way counts as inactive or inconclusive. A portion of the library. The share of hits here may be higher or lower than overall.

SMILES	ERG-DNA inh	RGS4 inh	Apoferritin bind	12-LOX inh	LDHA inh	Pol eta inh	APE1 inh	POLB inh	Pol kappa inh
Cn1c(O)c(/C=N/N2CCCCC2)c(=O)[nH]c1=O	-2%	-7%	3%	-11%	0	-12%	2%	20%	-11%
CCOC(=O)c1c(/N=C/C2C(=O)NC(=O)NC2=O)sc2c1CCC2	-1%	-32%	-3%	-2%	4	-3%	0%	0%	-16%
CNP1(NC)=Nc2nn(-c3ccccc3)c(N)c2C(c2ccccc2)=N1	.	19%	-10%	-10%	-5	12%	7%	36%	-5%
Cc1cccc(-n2c(-c3ccc([N+](=O)[O-])cc3)nc3ccccc3c2=O)c1	7%	11%	1%	-2%	-4	-17%	-1%	?	-19%
Cc1cc(C)c(S(=O)(=O)NCC2CCC(C(=O)N3CCC4(CC3)OCCO4)CC2)c(C)c1 (stereo not given)	.	-16%	-12%	3%	-5	6%	-4%	?	-5%[60.1 µM]
CC(C(=O)Nc1ccc(Br)cc1C(=O)c1ccccc1)N1CCCCC1 (stereo not given)	1%	1%	-16%	0%	0	-4%	?	1%	-1%
Cn1c(=O)n(C)c2cc(CNCCc3ccccc3F)ccc21	5%	27%	5%	-13%	-12	-9%	.	6%	-7%
COC(=O)C1=C(c2ccc(F)cc2OCc2ccccc2)C[C@@H]2CC[C@H]1N2C(=O)N1CCC(O)(c2ccc(Cl)cc2)CC1	-2%	15%	.	1%	-3	-21%	-26%	.	-4%
Cc1ccc(/C=C2/C(=O)NC(=O)N(CC3CCCO3)C2=O)s1 (stereo not given)	2%	?	-12%	?	1	-37%	?	?	-6%[60.1 µM]
Oc1ccccc1-[n+]1c(-c2ccccc2)cc(-c2ccccc2)c(O)c1-c1ccccc1	6%	-21%	.	-18%	-2	-15%	3%	.	0%
CN1CC[C@@]2(C)c3cc(O)ccc3N(C)[C@@H]12	-8%&10%	-42%&-49%	.	-24%&-12%	12&8	?	-9%	.	-4%
CCn1cc2nc(SCc3cc(C)ccc3C)n(Cc3ccc(OC)cc3)c(=O)c2n1	4%	-3%	-19%	-25%	-10	-16%	.	?	1%
C=C[C@@H]1C2=CCOC(=O)C2=CO[C@H]1O[C@@H]1O[C@H](CO)[C@@H](O)[C@H](O)[C@H]1O	7%	-9%	.	?	-7	-12%	7%	.	4%
Cc1ccc(P(=O)(O)c2ccc(C)cc2)cc1	6%	?	-11%	23%	-2	-29%	1%	5%	-11%
O=C(N/N=C1/CN2CCC1CC2)c1cc2ccccc2cc1O	-2%	?	-10%	2%	24	-2%	-3%	23%	-6%

Single records, from the list above:
CCOC(=O)c1c(/N=C/C2C(=O)NC(=O)NC2=O)sc2c1CCC2 is entered as ERG-DNA inh = -1%; RGS4 inh = -32%; Apoferritin bind = -3%; 12-LOX inh = -2%; LDHA inh = 4; Pol eta inh = -3%; APE1 inh = 0%; POLB inh = 0%; Pol kappa inh = -16%
COC(=O)C1=C(c2ccc(F)cc2OCc2ccccc2)C[C@@H]2CC[C@H]1N2C(=O)N1CCC(O)(c2ccc(Cl)cc2)CC1 is entered as ERG-DNA inh = -2%; RGS4 inh = 15%; Apoferritin bind = .; 12-LOX inh = 1%; LDHA inh = -3; Pol eta inh = -21%; APE1 inh = -26%; POLB inh = .; Pol kappa inh = -4%

(more compounds)
SMILES	ERG-DNA inh	RGS4 inh	Apoferritin bind	12-LOX inh	LDHA inh	Pol eta inh	APE1 inh	POLB inh	Pol kappa inh
O=C(Cc1ccccc1)Oc1ccc(N2C(=O)C3CCCCC3C2=O)cc1 (stereo not given)	2%	1%[11.4 µM]	1%	4%	-5	-17%	2%	15%	-5%
COc1cc(/C=C/[N+](=O)[O-])ccc1O	10%	?	-13%	349%[activator]	6	5%	1%	2%	-43%
C[C@]12CCC3C(CC[C@H]4C[C@@H](O)CC[C@]34C)C1C/C(=N/O)[C@@H]2O (stereo not given in full)	-5%	3%	.	6%	-1	2%	2%	.	-14%
CN1CC2=CC(O)CC3Oc4c(O)ccc(c4[C@]23C)C1 (stereo not given in full)	1%	-9%	.	57%[activator]	-1	-14%	.	.	2%
Cc1c(Cl)cccc1NC(=S)N1CC2CC(C1)c1cccc(=O)n1C2 (stereo not given)	3%	-22%	10%	-24%	-3	-16%	7%	-1%	-8%
O=C(C1CC(=O)N(C2CCCC2)C1)N1CCC2(CC1)OCCO2 (stereo not given)	-1%	-16%	-5%	4%	2	-12%	1%	0%	1%
Cc1nc2cc(C(F)(F)F)ccc2n1C1CCN(Cc2nnnn2CCc2ccccc2)CC1	-12%	4%	2%	-19%	-3	-7%	?	-1%	-12%
O=C(COC(=O)Cc1ccccc1)Nc1cc(S(=O)(=O)N2CCCCC2)ccc1Cl	-3%	-37%	.	-8%	-11	-10%	-2%	.	-8%
COC(=O)C1=C(c2ccccc2)C[C@@H]2CC[C@H]1N2C(=O)NC1CC1	10%	2%	.	-3%	-2	-5%	.	.	15%
CN1C(=O)C(=Cc2ccc(N3CCOCC3)o2)C(=O)N(C)C1=O	-9%	-7%	1%	-28%	2	-8%	3%	2%	-13%
CC(=O)c1cn(CC(=O)NCCc2c[nH]c3ccccc23)c2ccccc12	-3%	-6%	-11%	4%	0	-5%	14%	17%	7%
CCCCC(=O)N/N=C/c1c(O)n(-c2cccc3ccccc23)c(=O)[nH]c1=O	2%	13%	-4%	138%[activator]	5	-7%	3%	6%	-9%
CCN(CC)S(=O)(=O)c1ccc2c(c1)c(=O)c(C(=O)NCc1ccccc1OC)cn2C	-2%	0%	?	-22%	2	-15%	.	-10%	-5%
COc1cc2ccc(=O)oc2c2ccoc12	2%	7%	4%&1%	4%	8	-2%	?	-13%	-4%[60.1 µM]
Cc1cc(C=C2C(=O)NC(=S)NC2=O)c(C)n1-c1ccc2c(c1)OCO2	5%	?	5%	?	1	20µM*	8%	89µM*	79µM*
CC(Cc1ccccc1)NC(=O)c1ccc(N)cc1 (stereo not given)	3%	-28%	-8%	-9%	-7	-24%	28%	1%	-5%
N#CC(C#N)=NNc1ccc([N+](=O)[O-])cc1	44%[activator]	-22%	-5%	?	-2	-11%	-4%	-4%	-3%
COc1ccccc1CNCCc1ccc(F)cc1	-7%	23%	1%	?	-12	-10%	17%	0%	-3%
Cc1ccc(-n2c(C)cc(/C=C3\C(=O)NC(=O)N(C)C3=O)c2C)cc1C	0%	-5%	-5%	-17%	-12	11µM*	-3%	?	-10%
NC(Cc1nc2ccccc2[nH]1)c1ccc(Cl)cc1 (stereo not given)	0%	-5%	-6%	?	-8	-2%	-3%	-1%	-2%
Cc1ccc(Cn2nc(C)c(C=O)c2Cl)cc1	-11%	-28%	?	23%	-4	-13%	16%	15%	0%
CC(=O)O[C@@H]1/C=C/[C@](C)(O)C[C@@H](C)C/C=C/[C@H]2[C@@H]3O[C@]3(C)[C@@H](C)[C@H]3[C@H](Cc4ccccc4)NC(=O)[C@@]312	1%	13%	.	.	-6	-9%	.	.	3%
CC(C)(C)c1ccc(C(=O)C2CCCN(C3CCC3)C2)cc1 (stereo not given)	6%	-9%	-24%	?	-9	-18%	0%	-6%	-1%
CCN1CCN(Cc2nnnn2C(C)(C)C)CC1	-7%	-8%	-4%	?	-10	-14%	2%	-8%	-3%
O=C(Nc1ccc(Br)cc1)N1C[C@H]2C[C@@H](C1)c1cccc(=O)n1C2	12%	8%	-3%	13%	-1	-15%	-14%	22%	11%
COc1ccc(OC)c(N2C(=O)CC(=O)NC2=O)c1	-7%	-11%	-5%	-19%	-4	-4%	-2%	-12%	?
C/C(CC(c1ccccc1)c1c(O)c2ccccc2oc1=O)=N\NC(N)=S (stereo not given)	3%	-11%	-5%	-9%	-9	-12%	3%	9%	-7%
CN(Cc1ccccc1)C(=O)CN1CCCC1=O	1%	17%	-2%	0%	-6	-7%	35%	2%	-12%
Cn1c(O)c(Cc2cccc(Cl)c2Cl)c(=O)n(C)c1=O	6%	-12%	-6%	?	-3	-16%	5%	33%	17%
COc1cc([C@@H]2c3cc4c(cc3[C@H](O)C3COC(=O)[C@@H]32)OCO4)cc(OC)c1OC (stereo not given in full)	.	10%[56.9 µM]	.	.	.	-2%[57.1 µM]	0%	9%[57.1 µM]	-6%[60.1 µM]
CCCCn1c(=O)c(C(=O)Nc2ccccc2F)c(O)c2ccccc21	0%	-5%	-7%	0%	0	-22%	7%	30%	3%
O=C(Nc1ccccc1OC(=O)N1CCOCC1)N1CCOCC1	2%	13%	9%	-21%	-3	3%	-13%	8%	-11%
CC(C)[C@]12CC(=O)[C@H](C)[C@H]1C2	6%	11%	.	10%	-3	-15%	48%&1%[activator]	.	8%
O=C(CN1C(=O)CN=C(c2ccccc2Cl)c2cc(Cl)ccc21)NCc1ccco1	2%	-27%	?	86%	0	-6%	-3%	0%	0%
C[N+]12CN3CN(CN(C3)C1)C2	-5%	-47%	-4%	?	-52*	-8%	-2%	36%	-13%
CCCCn1c(O)c(C(C)=NCc2ccc(F)cc2)c(=O)[nH]c1=O	-3%	-9%	-18%	-4%	-2	-13%	-2%	9%	1%
OCC12CO[C@@H]3c4ccccc4[C@H](OC1)N32 (stereo not given in full)	0%	16%	-6%	-19%	-2	-13%	10%	3%	-3%

Screening data (PubChem BioAssay)
